NCI-60 one-dose screen, 48 h, at 10 µM unless noted. Numbers give growth in % (100 = growth as untreated, 0 = no growth, -100 = all killed).
SK-MEL-5 – SK-MEL-5 melanoma | 80,000 tested, 6.4% active | AID 1794755
HOP-62 – HOP-62 NSCLC; 80,000 tested, 3.9% active
A549/ATCC – A549/ATCC NSCLC; 81,000 tested, 3.7% active
HOP-92 – HOP-92 NSCLC cells. 71,000 tested, 6.3% active
SK-MEL-28 – SK-MEL-28 melanoma; 81,000 tested, 4.1% active
SK-MEL-2 – SK-MEL-2 melanoma. AID 1794763. 77,000 tested, 4.7% active
M14 – M14 melanoma. AID 1794745. 80,000 tested, 6.2% active
EKVX – EKVX NSCLC. AID 1794765. 71,000 tested, 3% active
Numbers without * were called inactive; . = not tested or not shown; & = joins results of further samples. Rule for the calls: active = growth percent below 10; inactive = the rest.

SMILES | SK-MEL-5 | HOP-62 | A549/ATCC | HOP-92 | SK-MEL-28 | SK-MEL-2 | M14 | EKVX
O=c1cc(-c2ccccc2)oc2cc(OCCCNCc3ccccc3)cc(O)c12 | -99.6* | 21.3 | 26.2 | -9.7* | -88.8* | -81.4* | -76.0* | 8.9*
COC(=O)c1ccc(NC(=O)CSc2nc3ccccc3s2)cc1 | . | 98.8 | 104.3 | . | 104.9 | 117.6 | 102.4 | .
C[C@@H]1O[C@@H](O[C@H]2[C@@H](OC(=O)[C@]34CCC(C)(C)C[C@H]3C3=CC[C@@H]5[C@@]6(C)C[C@H](O)[C@H](O[C@@H]7O[C@H](CO)[C@@H](O)[C@H](O)[C@H]7O)[C@@](C)(CO)[C@@H]6CC[C@@]5(C)[C@]3(C)C[C@H]4O)OC[C@@H](O)[C@@H]2O)[C@H](O)[C@H](O[C@@H]2OC[C@@H](O)[C@H](O[C@@H]3OC[C@](O)(CO)[C@H]3O[C@@H]3OC[C@@H](O)[C@H](O)[C@H]3O)[C@H]2O)[C@H]1O[C@@H]1OC[C@](O)(CO)[C@H]1O | 88.3 | 74.0 | 50.2 | 102.6 | 9.3* | 17.5 | 75.9 | 39.7
CCOc1ccc(Cn2c(-c3nonc3N)nc3ccccc32)cc1OCC | 91.3 | 55.9 | 82.4 | 76.9 | 79.4 | . | 99.8 | .
Oc1c(-c2cc(C(F)(F)F)[nH]n2)cc(Cl)c(OCc2ccc(Cl)cc2)c1-c1ccc(Cl)c(C(F)(F)F)c1 | -60.2* | -20.9* | 11.6 | -12.1* | -19.9* | -40.9* | -21.0* | 4.7*
O=C(O)c1ccc(-n2cc(CNc3ccc(Cl)cc3)c(-c3ccccc3)n2)cc1 | 87.6 | 110.5 | 84.6 | 99.9 | 92.8 | 78.5 | 94.3 | 78.1
COC(=O)c1c[nH]c2cc(OC(C)C)c(OC(C)C)cc2c1=O | 98.3 | 37.9 | 61.8 | 80.5 | 116.9 | . | 108.4 | 98.8
CC(=O)N(C(C)=O)c1ccc(N=Nc2ccccc2C)cc1C | 99.8&96.3 | 78.0&99.0 | 75.8&92.5 | 61.9 | 106.6&108.3 | 117.5&101.5 | 101.1&96.4 | 72.4&80.3
COc1cc(/C=C/C(=O)c2cc(OC)c(OC)c(OC)c2)cc(OC)c1OC | 62.6 | 81.0 | 69.0 | 63.5 | 81.3 | 44.5 | 72.2 | 79.9
O=c1cc(O)nc[nH]1 | 109.6 | 104.5 | 94.6 | 106.7 | 108.5 | 110.1 | 100.6 | 119.7
NC(=O)c1ccccc1C(=O)O | 98.2 | 96.2 | 108.1 | . | 116.2 | . | 99.7 | 102.2
Cc1ccc(Nc2cc(N)nc(N)n2)cc1 | 98.2 | 101.0 | 97.3 | 90.0 | 105.3 | 112.4 | 103.5 | 95.7
C=C(C)[C@@H]1CCC[C@]2(C(=O)O)CC[C@]3(C)[C@@H](CC[C@@H]4[C@@]5(C)C/C(=C/c6ccncc6)C(=O)C(C)(C)[C@@H]5CC[C@]43C)[C@@H]12 | 10.6 | 50.4 | 16.3 | 57.2 | 48.4 | 48.3 | 45.8 | 24.9
N#CC1=C2NCCCNc3oc(nc3C#N)Cc3ccccc3CC(=N1)O2 | 99.1 | 97.8 | 98.3 | 94.9 | 102.0 | 93.9 | 86.4 | 99.5
Cc1c(Cl)cccc1C(=O)Nc1nc2c(s1)CN(C(=O)Nc1ccccc1C(F)(F)F)CC2 | 101.1 | 99.9 | 105.8 | 95.8 | 103.7 | 110.3 | 96.9 | 95.0
Cc1ccc(NC(=O)Nc2nc(N)n(-c3ccc(S(N)(=O)=O)cc3)n2)cc1 | 104.7 | 105.3 | 97.5 | 99.1 | 116.6 | 104.4 | 102.2 | 99.6
O=S(=O)(Nc1ccccc1Cl)c1ccccc1 | 101.0 | 89.1 | 84.5 | 99.5 | 116.1 | 97.0 | 99.5 | 103.8
COc1cc([C@H]2[C@]3(C(N)=O)C(N)=NC(=C(C#N)C#N)[C@]23C#N)cc(OC)c1OC | 98.3 | 106.2 | 107.4 | . | 103.9 | 107.4 | 107.4 | .
CCOC(=O)CSC(=S)SCC(=O)OCC | 105.8 | 104.6 | 99.0 | 108.3 | 97.7 | 96.7 | 97.9 | .
O=C(O)/C=C/C(=O)Nc1ccc([N+](=O)[O-])cc1 | 95.9 | 90.4 | 81.0 | 84.6 | 106.5 | 110.2 | 99.0 | 102.9
COc1cc(/C=C2\Oc3cc(O)ccc3C2=O)cc(OC)c1OC | 138.3 | 107.1 | 84.1 | 79.6 | 129.0 | 109.3 | 99.6 | .
Cc1ncn(-c2ccc(/C=N/Nc3ccnc4cc(Cl)ccc34)cc2)c1C | -19.7* | 102.3 | 0.1* | -28.2* | -79.3* | -17.3* | -88.5* | 99.8
C=C1CCC2C3(C)COC(c4ccc(N(C)C)cc4)OC3CCC2(C)C1/C=C/C1=CCOC1=O (stereo unspecified) | 32.3 | 85.6 | 52.4 | 68.2 | 76.5 | 101.3 | 90.5 | 34.2
Nc1nc(-c2ccccc2)c(N=Nc2ccc(Cl)cc2Cl)s1 | -99.2* | -61.9* | 12.5 | -54.1* | -55.8* | -61.1* | -59.6* | -30.5*
O=C(O)c1ccc(-n2cc(CNc3cc(Cl)cc(C(F)(F)F)c3)c(-c3ccc(B(O)O)cc3)n2)cc1 | 94.7 | 96.7 | 101.3 | 97.4 | 97.6 | 106.3 | 100.0 | 81.0
CNC[C@@H](O)c1ccc(O)c(O)c1 | 111.6&104.6 | 105.5&90.6 | 116.6 | 95.0&40.1 | 114.9&103.9 | 96.4&111.9 | 107.1&105.5 | 111.6&107.2
O=C1c2ccccc2C(=O)N1CNCCCNCN1C(=O)c2ccccc2C1=O | 102.9 | 103.2 | 101.2 | 85.6 | 108.8 | 103.1 | 109.1 | .
N#CCCN(CCC#N)Cc1c(O)ccc2ccccc12 | 109.5 | 81.2 | 102.3 | 38.9 | 116.2 | 113.1 | 109.3 | 85.6
COc1cc(C(=O)/C=C/c2c(-c3ccc(F)cc3)nc3ccccn23)cc(OC)c1OC | 65.9 | 92.9 | 85.2 | 59.7 | 100.2 | 88.5 | 83.2 | 94.9
Cn1cc(-c2cc(N)n3nc(-c4c[nH]c5ccccc45)cc3n2)c2cc(Br)cnc21 | -94.2* | -51.2* | -33.0* | . | -96.2* | -72.6* | -71.0* | -60.4*
O=C(CSc1nccn2nc(-c3ccccc3)cc12)Nc1cc(C(F)(F)F)ccc1Cl | 89.8 | 108.6 | 97.0 | . | 105.3 | 94.8 | 93.4 | .
COc1ccc(/C=N\Nc2nc(SCC(C)C)nc(-c3ccc(OC)cc3)c2C#N)cc1 | 77.2 | -3.0* | 11.4 | 15.1 | 100.8 | 87.0 | 77.6 | 35.1
CCOC(=O)C1=NC(Cc2ccccc2)C(=O)N(c2ccccc2)N1 (stereo unspecified) | 104.6 | 98.8 | 104.6 | 92.4 | 102.2 | 107.1 | . | 101.0
Clc1cccc(/C=N/Nc2nc(N/N=C/c3cccc(Cl)c3)nc(N3CCCCC3)n2)c1 | 80.6 | 104.1 | 86.3 | 107.9 | 96.2 | 86.1 | 95.3 | 78.4
COC(=O)C(N)Cc1ccc(OC(c2ccccc2)(c2ccccc2)c2ccccc2)cc1 (stereo unspecified) | 99.5 | 105.8 | 95.3 | . | 106.7 | 105.1 | 104.2 | .
CC(C)C(NC(=O)C1(NC(=O)OCc2ccccc2)CCCC1)C(=O)O (stereo unspecified) | 102.5 | 118.7 | 105.8 | 92.0 | 107.4 | 107.3 | 101.9 | 109.8
COc1ccccc1CNCCCN1C(=O)c2ccc3c4c(ccc(c24)C1=O)C(=O)N(CCCNCCCNCCCN)C3=O | 95.3 | 93.0 | 98.0 | 115.6 | 109.2 | 106.1 | 103.8 | 107.6
CCC(O)C(C)(C)C (stereo unspecified) | 112.7 | 114.7 | 94.2 | . | 120.7 | 128.5 | 104.7 | 99.0
COc1ccc(C(=O)O)nc1C | 108.7 | 105.4 | 116.9 | 103.3 | 115.4 | 94.3 | 105.2 | 106.8
O=C(NCCO)C(=O)NCCO | 100.6 | 89.3 | 99.5 | 96.3 | 111.3 | 115.9 | 98.9 | .

Sorted by heavy-atom count (ascending): some entries from above
SMILES | SK-MEL-5 | HOP-62 | A549/ATCC | HOP-92 | SK-MEL-28 | SK-MEL-2 | M14 | EKVX
CNC[C@@H](O)c1ccc(O)c(O)c1 | 111.6&104.6 | 105.5&90.6 | 116.6 | 95.0&40.1 | 114.9&103.9 | 96.4&111.9 | 107.1&105.5 | 111.6&107.2
Cc1ccc(Nc2cc(N)nc(N)n2)cc1 | 98.2 | 101.0 | 97.3 | 90.0 | 105.3 | 112.4 | 103.5 | 95.7
O=C(O)/C=C/C(=O)Nc1ccc([N+](=O)[O-])cc1 | 95.9 | 90.4 | 81.0 | 84.6 | 106.5 | 110.2 | 99.0 | 102.9
N#CCCN(CCC#N)Cc1c(O)ccc2ccccc12 | 109.5 | 81.2 | 102.3 | 38.9 | 116.2 | 113.1 | 109.3 | 85.6
CC(=O)N(C(C)=O)c1ccc(N=Nc2ccccc2C)cc1C | 99.8&96.3 | 78.0&99.0 | 75.8&92.5 | 61.9 | 106.6&108.3 | 117.5&101.5 | 101.1&96.4 | 72.4&80.3
CCOC(=O)C1=NC(Cc2ccccc2)C(=O)N(c2ccccc2)N1 (stereo unspecified) | 104.6 | 98.8 | 104.6 | 92.4 | 102.2 | 107.1 | . | 101.0
Cc1ccc(NC(=O)Nc2nc(N)n(-c3ccc(S(N)(=O)=O)cc3)n2)cc1 | 104.7 | 105.3 | 97.5 | 99.1 | 116.6 | 104.4 | 102.2 | 99.6
O=C1c2ccccc2C(=O)N1CNCCCNCN1C(=O)c2ccccc2C1=O | 102.9 | 103.2 | 101.2 | 85.6 | 108.8 | 103.1 | 109.1 | .
Clc1cccc(/C=N/Nc2nc(N/N=C/c3cccc(Cl)c3)nc(N3CCCCC3)n2)c1 | 80.6 | 104.1 | 86.3 | 107.9 | 96.2 | 86.1 | 95.3 | 78.4
O=C(O)c1ccc(-n2cc(CNc3cc(Cl)cc(C(F)(F)F)c3)c(-c3ccc(B(O)O)cc3)n2)cc1 | 94.7 | 96.7 | 101.3 | 97.4 | 97.6 | 106.3 | 100.0 | 81.0
Oc1c(-c2cc(C(F)(F)F)[nH]n2)cc(Cl)c(OCc2ccc(Cl)cc2)c1-c1ccc(Cl)c(C(F)(F)F)c1 | -60.2* | -20.9* | 11.6 | -12.1* | -19.9* | -40.9* | -21.0* | 4.7*

Additional entries.
SMILES | SK-MEL-5 | HOP-62 | A549/ATCC | HOP-92 | SK-MEL-28 | SK-MEL-2 | M14 | EKVX
O=C(Nc1ccc([N+](=O)[O-])cc1)Nc1ccc2c(ccn2C(=O)c2cccc(F)c2)c1 | 75.6 | 59.7 | 40.0 | 10.3 | 72.8 | 70.9 | 31.0 | 68.7
Cc1ccc(C(CCl)(c2ccccc2)c2ccccc2)cc1 | 102.6 | 89.8 | 90.6 | 98.0 | 103.7 | 95.4 | 99.7 | 102.1
Cc1nn(-c2ccccc2)c2nc(Cl)c(/C=C/C(=O)c3ccccc3)c(-c3ccc(Br)cc3)c12 | 96.1 | 103.4 | 104.0 | . | 119.3 | 102.3 | 95.4 | 99.5
O=C(CCC1CCCCC1)OCc1ccccc1 | 97.0 | 120.7 | 115.9 | 114.5 | 110.3 | 108.2 | 99.2 | 103.0
Clc1cccc(-c2nnc(-c3nc4ccccc4nc3Cl)o2)c1 | 102.8 | 107.2 | 111.2 | 102.0 | 111.5 | 112.3 | 102.6 | 102.6
Brc1ccccc1-c1nnc(Cn2cc(-c3ccccc3)nn2)o1 | 95.0 | 105.6 | 109.2 | 110.3 | 117.2 | 101.7 | 103.1 | 99.6
O=[N+]([O-])c1cccc(F)c1O | 95.0 | 116.2 | 109.5 | 94.6 | 105.2 | 104.9 | 102.9 | 105.5
CC1(O)CCC2CC3OC3(C)CCC3OC3(C)CCC1C2(C)C (stereo unspecified) | 90.3 | 98.8 | 90.7 | . | 121.0 | 106.8 | 103.3 | 93.5
COc1ccc(-n2c(SCc3nnc(NC(=O)c4ccccc4)s3)nc3ccc(Cl)cc3c2=O)cc1 | 100.7 | 88.3 | 100.1 | 90.0 | 110.8 | 103.1 | . | 99.6
CCN(CC)c1ccnc(CNCCSC(c2ccccc2)(c2ccccc2)c2ccc(OC)cc2)c1 | -99.9* | -10.2* | 2.4* | -30.0* | -48.5* | -35.8* | -74.7* | -8.8*
O=[N+]([O-])c1cccc2cc(S(=O)(=O)O)ccc12 | 103.4 | 98.8 | 74.2 | 85.0 | 110.5 | 101.3 | 107.0 | 96.2
CCCCCCCN(CCCCCCC)C(=N)c1ccnc2ccccc12 | -98.3* | -57.2* | -57.4* | -4.6* | -74.1* | -46.5* | -64.0* | -15.6*
O=[N+]([O-])c1cccc(-c2nnc3c(/C=C/c4ccc(Br)cc4)nc4ccccc4n23)c1 | 106.1 | 102.6 | 104.7 | 98.1 | 108.0 | 106.9 | 110.8 | 99.5
CC[n+]1c(C)ccc2cc(C)ccc21 | 99.2 | 97.5 | 75.3 | . | 105.2 | 105.5 | . | 72.6
N#CC(c1ccc(Cl)cc1)c1c(Cl)cc(-n2ncc(=O)[nH]c2=O)cc1Cl (stereo unspecified) | 69.9 | . | 77.4 | 84.1 | 114.6 | . | 96.9 | 75.8
Cc1ccccc1-n1nnc(C(=O)Nc2nc3ccc(F)cc3s2)c1C | 24.5 | 86.0 | 64.5 | 55.7 | 57.3 | 65.3 | 49.3 | 64.9
c1ccc(CN(c2ccccc2)C2CCCCCCC2)cc1 | 102.6 | 96.6 | 87.3 | 107.6 | 111.5 | 103.3 | 102.0 | 109.6
N#C/C(C(=O)Nc1ccc(S(N)(=O)=O)cc1)=C1\C(=O)Nc2ccc(F)cc21 | 98.5 | 114.5 | 97.6 | 101.1 | 104.0 | 111.5 | 98.9 | 98.8
O=C(CCCCCC/C=C\c1csc(Br)n1)NO | 97.1 | 88.9 | 91.9 | 102.3 | 92.4 | 101.0 | 93.9 | 94.0

Screens from PubChem.

Rows were taken by chance, and some 11% of all compounds hit somewhere here.
